Assay outcomes as filed in PubChem BioAssay.
HTR5A inv ag – inverse agonist of human HTR5A in OPRM1-OPRD1 counter-screen | P47898 | HTR5A cell line, luminescence, inverse agonism | inhibition, % at 9.3 µM | 0.083% of 340,000 active; in the data active means inhibition mostly above about 23%, no sharp cut-off; inactive means mostly below about 18%;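 further: 0% = cells with DMSO and 100% = no-cell wells with DMSO; some compounds called inactive have numbers as strong as hits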
Target sequence (P47898 whole entry, looked up): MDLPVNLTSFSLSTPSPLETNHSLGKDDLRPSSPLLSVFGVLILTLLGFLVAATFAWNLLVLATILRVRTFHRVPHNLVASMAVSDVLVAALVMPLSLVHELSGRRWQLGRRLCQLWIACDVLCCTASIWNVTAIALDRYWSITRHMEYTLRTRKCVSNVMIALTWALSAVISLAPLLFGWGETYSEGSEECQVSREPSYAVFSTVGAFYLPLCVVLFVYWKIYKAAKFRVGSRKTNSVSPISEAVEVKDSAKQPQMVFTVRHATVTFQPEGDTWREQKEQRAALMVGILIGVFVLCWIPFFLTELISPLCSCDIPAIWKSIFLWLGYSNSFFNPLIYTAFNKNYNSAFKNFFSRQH
Wnt act – Wnt/beta-catenin pathway activation. Wnt/beta-catenin reporter cell assay, activator, plate reader. activation, % at 9.35 µM. 1.2% of 300,000 active. AID 743398; in the data active means activation above about 30%, passing the limit was not always enough;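 further: 0% = neutral control wells and 100% = positive control wells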
V-ATPase pH – yeast V-ATPase proton transport regulation by pHLuorin | S. cerevisiae, pHLuorin cytosolic pH fluorescence | 0.37% of 350,000 active | response, % at 10 µM | AID 504577; in the data active means response mostly above about 7.3%, no sharp cut-off; inactive means mostly below about 5.4%; further: actives read high; inactives centre near 0; some compounds called inactive have numbers as strong as hits; reference of the scale not given here
PvdQ inh – P. aeruginosa PvdQ acylase inhibition; inhibition, % at 10 µM; AID 488965; 0.063% of 340,000 active; purified PvdQ acylase, fluorescence plate reader; in the data active means inhibition above about 30%, passing the limit was not always enough;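 further: 0% = vehicle neutral wells and 100% = reference inhibitor wells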
dFosB act – enhances mouse delta FosB homodimer DNA binding; P13346; purified delta FosB, TAMRA-CDK5 oligo fluorescence polarization; percent of positive-control signal above neutral wells; activation, % at 25 µM; 0.99% of 340,000 active;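 active means mean activation above about 17%, with every replicate also reaching it, limit read from the data, passing the limit was not always enough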;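 further: fluorescence polarization rise as delta FosB binds a TAMRA Cdk5 AP-1 oligo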
HTR5A ag – HTR5A agonism, opioid heterodimer counter-screen. P47898. 0.61% of 340,000 active. AID 504692. activation, % at 9.3 µM. HTR5A agonist assay, luminescence, cell-based; in the data active means activation mostly above about 9.5%, no sharp cut-off; inactive means mostly below about 7.6%;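 further: 0% = cells with vehicle only and 100% = reference agonist; strong numbers were not always called active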
CDK5 inh – CDK5/p35 (human) kinase inhibition; Q00535+Q15078; Recombinant CDK5/p35, ADP-Glo luminescence, 60 min; inhibition, % at 10 µM; 0.01% of 330,000 active; AID 488839;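 active means highest replicate inhibition of at least 50% and at least 75% of replicates reaching 50%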;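 further: plate controls were DMSO neutral control for no effect and GW8510 at 10 µM for full effect; many of its hits are not listed in these tables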
Target sequence (Q00535 whole entry, looked up): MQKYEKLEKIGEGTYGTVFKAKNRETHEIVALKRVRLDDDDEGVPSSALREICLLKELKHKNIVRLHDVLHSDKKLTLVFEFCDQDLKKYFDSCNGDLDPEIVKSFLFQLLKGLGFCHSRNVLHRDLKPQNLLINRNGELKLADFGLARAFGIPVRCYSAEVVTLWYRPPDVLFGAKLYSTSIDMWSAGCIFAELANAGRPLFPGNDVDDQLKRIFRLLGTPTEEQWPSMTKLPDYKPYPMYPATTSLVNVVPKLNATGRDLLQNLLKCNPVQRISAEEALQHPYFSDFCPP
Target sequence (Q15078 whole entry, looked up): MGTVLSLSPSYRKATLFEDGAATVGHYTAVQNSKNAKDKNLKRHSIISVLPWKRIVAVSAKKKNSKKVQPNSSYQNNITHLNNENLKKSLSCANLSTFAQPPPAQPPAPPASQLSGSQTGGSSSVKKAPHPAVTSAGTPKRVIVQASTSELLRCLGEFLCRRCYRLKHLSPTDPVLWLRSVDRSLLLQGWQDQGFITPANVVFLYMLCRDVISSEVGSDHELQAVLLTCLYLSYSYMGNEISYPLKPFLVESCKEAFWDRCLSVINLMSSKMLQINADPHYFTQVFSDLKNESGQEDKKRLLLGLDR
MITF act – increases MITF-driven TRPM1 promoter luciferase signal; 0.75% of 300,000 active; SK-MEL-5 TRPM1-promoter luciferase, 24 h; % of positive control, neutral wells = 0; activation, % at 12.5 µM;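 active means mean activation of at least 80% with every replicate also reaching 80%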;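 further: 0% = neutral control wells and 100% = parthenolide positive control wells; values of inactives mirror those of a sister screen read the other way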
SR-BI HDL uptake – inhibitors of mouse SR-BI mediated HDL lipid uptake. Q61009. ldlA[mSR-BI] CHO cells, DiI-HDL uptake fluorescence, 3 h. inhibition, % at 12.5 µM. 0.96% of 320,000 active;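 active means mean replicate inhibition of at least 70% and a set share of replicates each scoring 70 or more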;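 further: 0% = median of neutral control wells and 100% = median of positive control wells; values of inactives mirror those of a sister screen read the other way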
NSD2 HMT inh – inhibitors of human histone methyltransferase NSD2 | NSD2 peptide methylation, AlphaScreen, 120 min | 0.54% of 310,000 active | inhibition, % at 12.5 µM | O96028; in the data active means inhibition above about 50%
An asterisk follows results filed as active; . = not tested or not shown.

SMILES	HTR5A inv ag	Wnt act	V-ATPase pH	PvdQ inh	dFosB act	HTR5A ag	CDK5 inh	MITF act	SR-BI HDL uptake	NSD2 HMT inh
CCOc1ccc(S(=O)(=O)NCCC(=O)NCc2ccco2)cc1	-23.7	-0.3	1.9	-5.9	-6.6	-0.8	0.1	-0.5	-4.6	4.7
COc1ccc(CNC(=O)c2cc(C3CC3)on2)cc1	-10.0	-2.7	0.4	-23.3	-2.3	3.6	-1.8	30.6	11.9	.
COCCn1c(SCC(=O)Nc2ccccc2)nc2c1c(=O)[nH]c(=O)n2C	28.8	0.8	4.0	2.5	-4.3	-0.8	-1.5	.	-19.9	.
O=C(CCOc1ccccc1)Nc1ccnn1C1CCN(Cc2ccc(O)cc2)CC1	17.5	1.4	2.8	-11.1	1.7	-3.3	-0.5	-7.4	-10.5	-1.6
COc1ccc(C2NC(c3ccc(OC)cc3)C(c3ccccc3)C(=O)C2c2ccccc2)cc1 (centres undefined)	4.3	-4.1	6.7	-6.2	4.4	7.0	1.1	-12.0	9.1	-1.1
COC(=O)CCN1CCC2CC1c1cc(-c3cccc(C)c3)ccc12 (centres undefined)	-7.7	-0.9	0.7	-5.5	-7.6	2.0	-5.9	-0.1	37.9	.
Nc1ccccc1S(=O)(=O)NC1=NCCCCC1	8.1	-1.8	0.3	1.7	-4.0	9.2	.	6.1	-13.0	-3.9
O=C(CNC(=O)Cc1ccccc1)NCC(=O)N1CCN(C(c2ccccc2)c2ccccc2)CC1	-9.9	-0.2	1.2	-4.7	-11.0	4.7	-1.8	-0.2	6.2	-4.6
COc1ccc(CN2CCNC(=O)C2CC(=O)NC2CCOCC2)c(F)c1 (centres undefined)	12.6	0.1	4.4	-10.3	-3.1	2.4	-0.8	1.0	-4.5	0.2
O=C(O)c1ccc(NC2=C(N3CCOCC3)C(=O)c3ccccc3C2=O)cc1	18.8	-4.5	-6.5	-10.8	1.8	8.3	1.4	7.1	-19.1	95.4*
COc1ccccc1OCC(=O)Nc1cc(S(=O)(=O)N2CCOCC2)ccc1N1CCCCC1	14.3	-5.5	5.8	-11.2	-17.8	-3.7	-1.5	-8.2	-0.3	0.2
CNC(=O)c1cc(S(=O)(=O)Nc2ccc3c(c2)OCO3)ccc1C	-6.0	3.0	-1.8	6.6	3.2	2.5	-2.4	1.5	-14.5	-1.6
Cc1ccc(S(=O)(=O)NCCn2nc(C)nc2C)cc1	1.1	-1.7	-2.0	-12.1	-8.3	-0.4	1.9	0.1	-6.0	5.2
CSCCC(NC(N)=O)C(=O)NCc1ccccc1Cl (centres undefined)	-5.5	-5.4	-0.3	-11.2	1.4	3.5	-0.4	3.1	-8.9	-0.2
N#Cc1cnn2c(N)c(-c3ccc(Cl)cc3)cnc12	11.8	-13.8	-0.7	-8.5	8.5	-4.5	1.4	4.1	1.7	-2.7
COc1ccc(N2C(=O)CC(N3CCN(c4ccccc4)CC3)C2=O)cc1 (centres undefined)	-9.0	0.1	3.7	-14.2	0.9	2.6	1.4	.	-10.3	0.6
COc1ccccc1NC(=O)C1(c2ccccc2)CCCC1	-8.0	-2.3	-1.1	0.0	2.7	-0.7	-0.1	-1.7	3.9	-5.1
CCN1CCCC1CNC(=O)C(=O)NCc1ccccc1 (centres undefined)	-11.9	-1.8	-0.3	-12.6	-1.7	4.3	0.5	1.5	-13.6	1.6
Cc1onc(-c2c(Cl)cccc2Cl)c1C(=O)ONC(=O)c1ccccc1	-8.7	0.8	-0.5	-3.7	-5.0	6.0	1.5	.	-0.9	-1.4
CCC(=O)c1ccc(OCC(=O)Nc2cc(S(=O)(=O)N3CCCCC3)ccc2OC)cc1	-23.8	-3.7	-2.1	-12.9	-7.6	9.3	-0.5	-16.1	54.0	0.1
Cc1ccc(-c2nnc(SCC(=O)Nc3ccc(N4CCOCC4)cc3)o2)cc1	-12.5	.	0.1	-3.7	-5.7	4.5	2.2	-4.2	-10.4	0.5
Cc1ccc(-c2nc(-c3cccnc3)no2)cc1	-13.1	.	3.4	-4.7	-15.2	0.3	0.0	64.6	-14.4	1.1
COCCC(=O)N1CCCC(C(=O)c2ccc(Oc3ccccc3)cc2)C1 (centres undefined)	-8.9	-4.9	0.7	-10.5	-9.0	0.5	-3.2	-8.2	16.7	-0.1
COc1ccc(CCn2c(=O)[nH]c3cc(C(=O)NCCN4CCOCC4)ccc3c2=O)cc1OC	-3.3	-4.0	-0.6	-18.1	-0.6	1.1	0.3	.	-24.3	-1.2
CCCOc1cc(C)c(S(=O)(=O)NCc2cccs2)cc1C	-13.0	4.7	1.2	-10.8	-21.7	5.1	-2.4	.	-1.9	-1.3
CC(=O)c1c(C)[nH]c(C(=O)NC(C)c2ccccc2)c1C (centres undefined)	14.7	0.8	-1.2	-7.4	-15.9	8.2	2.3	11.6	9.4	.
Cc1oc(-c2ccccc2Cl)nc1CS(=O)(=O)CC(=O)NC1CCCC1	-14.0	-4.7	1.5	5.9	-1.7	1.0	-1.7	.	-6.8	.
COc1ccccc1NC(=O)C(C)OC(=O)C1CCN(S(=O)(=O)c2ccc(C)c(C)c2)CC1 (centres undefined)	-12.9	-1.3	-1.1	6.3	-1.7	5.2	-5.2	7.8	1.4	-2.8
Cc1cc(C)n2nc(SCC(=O)Nc3ccc(F)c(F)c3F)nc2n1	-5.0	-2.6	3.3	-17.7	3.7	2.0	0.0	6.8	-0.1	-0.4
COc1cc(NC(=O)c2ccc(N3CC4CC(C3)c3cccc(=O)n3C4)c(NC(=O)c3ccncc3)c2)cc(OC)c1OC (centres undefined)	6.3	2.2	-0.2	-14.0	-3.6	4.3	-0.7	3.6	-0.6	7.3
O=S(=O)(Cc1ccccc1)N1CCn2c(nc3ccccc32)C1	.	-11.0	1.5	-2.4	-9.0	.	-0.5	10.2	-6.9	.
COc1ccc(N/C=C(/C(C)=O)c2ccccc2)cc1	2.1	.	1.4	-7.5	4.8	-0.8	0.3	5.5	-4.6	6.9
Clc1ccc2c(c1)C(C1=NCCN1)c1ccccc1CS2 (centres undefined)	-3.9	-9.4	-0.3	-0.9	4.6	1.5	-1.5	-9.4	-27.0	.
Cc1ccc(C(=O)OCC(=O)Nc2ccc3c(c2)OCO3)o1	-20.9	0.8	-1.4	-11.0	-0.1	7.8	2.6	-0.5	.	-0.5
COC(=O)[C@@H]1C[C@@]2(O)[C@@H](O)[C@@H](O)[C@@H](O)C[C@H]2N1C/C=C/c1ccccc1	22.6	1.3	-0.1	-15.6	1.2	1.0	3.2	3.2	9.1	.
COc1ccc(-n2nnnc2SCC(=O)Nc2ccc3c(c2)OCCO3)c(OC)c1	19.1	.	-1.2	-0.8	-5.9	1.9	-3.9	2.5	30.0	0.9
CCSc1ccccc1C(=O)N1CCN(Cc2ccc3c(c2)OCO3)CC1	3.7	-1.4	-1.4	-3.8	0.8	-0.6	-1.0	-4.3	-12.6	3.1
Cc1ccc(S(=O)(=O)N(C)C)cc1NC(=O)COC(=O)Cc1ccc(Br)cc1	-2.6	-1.3	-2.6	6.7	-4.3	1.0	-1.2	-4.6	-27.6	2.9
Cn1cc(C(=O)c2cccc(Cl)c2Cl)cc1C(=O)O	-17.2	5.1	3.0	-6.4	6.1	2.8	-7.2	-1.7	-1.9	3.5
COc1ccc(/C(O)=C(\C#N)c2nc3ccccc3n2C)cc1OC	3.5	.	-3.6	5.7	-2.5	-1.3	0.4	14.1	-18.7	2.2
NC(=O)CC(NC(=O)Cc1ccc(Br)cc1)c1ccc(N2CCN(c3ccc(F)cc3)CC2)c([N+](=O)[O-])c1 (centres undefined)	-6.6	-6.5	1.8	-14.3	-2.0	3.0	1.5	-20.0	17.1	.
COC(=O)[C@]1(C)N[C@H](c2ccc(-c3ccc(OC)cc3)cc2)[C@@H]2C(=O)N(C)C(=O)[C@@H]21	2.4	-1.5	-2.2	11.5	2.0	3.1	-1.0	3.3	4.6	.
CC(C)(C)OC(=O)N1CCC(c2c(C(=O)NCC3CCN(C4CCCC4)C3)cnn2-c2cccc(Cl)c2)CC1 (centres undefined)	-2.6	-3.4	-1.8	-9.4	-2.3	-2.6	-2.2	7.2	-2.9	9.5
CC(OC(=O)c1cc(S(=O)(=O)N2CCOCC2)ccc1Br)C(=O)N1CCOCC1 (centres undefined)	0.2	1.5	5.0	-5.3	1.2	-3.3	0.5	1.5	-11.3	-2.9
S=C(Nc1ccc2nccnc2c1)N1CCCC1	0.8	2.4	-2.6	8.3	6.6	-0.3	-0.9	11.1	-12.2	1.6
CCN1CCN(C(=O)C(NS(=O)(=O)c2ccc3nc(C)sc3c2)C(C)C)CC1 (centres undefined)	-12.1	-1.8	-1.9	3.3	-6.6	4.0	1.8	1.3	0.4	.
O=C(CC(C(=O)O)c1ccc(Cl)cc1Cl)c1ccc(Cl)cc1 (centres undefined)	-12.5	1.0	0.9	-12.8	2.5	3.4	-0.1	.	-9.9	-0.5
CNC(=O)c1ccsc1NC(=O)c1coc2ccccc2c1=O	-23.8	-2.6	-1.0	-4.2	0.0	8.1	0.9	.	-12.1	.

Reformatted: results already given.
smiles,HTR5A inv ag,Wnt act,V-ATPase pH,PvdQ inh,dFosB act,HTR5A ag,CDK5 inh,MITF act,SR-BI HDL uptake,NSD2 HMT inh
Cc1ccc(S(=O)(=O)N(C)C)cc1NC(=O)COC(=O)Cc1ccc(Br)cc1,-2.6,-1.3,-2.6,6.7,-4.3,1.0,-1.2,-4.6,-27.6,2.9
Cn1cc(C(=O)c2cccc(Cl)c2Cl)cc1C(=O)O,-17.2,5.1,3.0,-6.4,6.1,2.8,-7.2,-1.7,-1.9,3.5
COc1ccc(/C(O)=C(\C#N)c2nc3ccccc3n2C)cc1OC,3.5,.,-3.6,5.7,-2.5,-1.3,0.4,14.1,-18.7,2.2
NC(=O)CC(NC(=O)Cc1ccc(Br)cc1)c1ccc(N2CCN(c3ccc(F)cc3)CC2)c([N+](=O)[O-])c1 (centres undefined),-6.6,-6.5,1.8,-14.3,-2.0,3.0,1.5,-20.0,17.1,.
COC(=O)[C@]1(C)N[C@H](c2ccc(-c3ccc(OC)cc3)cc2)[C@@H]2C(=O)N(C)C(=O)[C@@H]21,2.4,-1.5,-2.2,11.5,2.0,3.1,-1.0,3.3,4.6,.
CC(C)(C)OC(=O)N1CCC(c2c(C(=O)NCC3CCN(C4CCCC4)C3)cnn2-c2cccc(Cl)c2)CC1 (centres undefined),-2.6,-3.4,-1.8,-9.4,-2.3,-2.6,-2.2,7.2,-2.9,9.5
CC(OC(=O)c1cc(S(=O)(=O)N2CCOCC2)ccc1Br)C(=O)N1CCOCC1 (centres undefined),0.2,1.5,5.0,-5.3,1.2,-3.3,0.5,1.5,-11.3,-2.9
S=C(Nc1ccc2nccnc2c1)N1CCCC1,0.8,2.4,-2.6,8.3,6.6,-0.3,-0.9,11.1,-12.2,1.6
CCN1CCN(C(=O)C(NS(=O)(=O)c2ccc3nc(C)sc3c2)C(C)C)CC1 (centres undefined),-12.1,-1.8,-1.9,3.3,-6.6,4.0,1.8,1.3,0.4,.
O=C(CC(C(=O)O)c1ccc(Cl)cc1Cl)c1ccc(Cl)cc1 (centres undefined),-12.5,1.0,0.9,-12.8,2.5,3.4,-0.1,.,-9.9,-0.5
CNC(=O)c1ccsc1NC(=O)c1coc2ccccc2c1=O,-23.8,-2.6,-1.0,-4.2,0.0,8.1,0.9,.,-12.1,.
